Pol kappa inh: inhibitors of human DNA polymerase kappa; Potency, µM (doses to about 107 µM), for inactives: at the top dose activity, negative = inhibition, hits mostly inhibitors; AID 588579; purified Pol kappa, fluorescent DNA synthesis assay, 10 min; hit rate 0.53% among 400,000; also: potency is read from the fitted curve at half-maximal effect; % is scaled to controls: 0 for no effect and ±100 for the full control effect
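10 nM Pol kappa was preincubated with compounds for 15 min at room temperature. Reaction started with 50 nM (final) substrate. Fluorescence read kinetically at 0 and 10 min.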
Apoferritin bind: candidate novel general anesthetic via apoferritin binding | Potency, µM (top dose mostly 77.5 µM), without a hit: top-dose activity change, negative = displacement, most hits filed as inhibitors | AID 485281 | apoferritin/1-aminoanthracene competitive binding, fluorescence | hit rate 0.074% among 350,000 | P02791; also: potency is read from the fitted curve at half-maximal effect; % is scaled to controls: 0 for no effect and ±100 for the full control effect; nearly all actives have a fitted effect of over 20% in size
Target sequence (P02791 2-175 limits assumed): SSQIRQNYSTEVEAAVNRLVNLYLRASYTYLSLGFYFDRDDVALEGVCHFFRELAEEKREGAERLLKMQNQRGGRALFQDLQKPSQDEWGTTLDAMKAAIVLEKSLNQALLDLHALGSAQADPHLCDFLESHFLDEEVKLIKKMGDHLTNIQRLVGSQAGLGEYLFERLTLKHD
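Steps: apoferritin (10 uM) was premixed with half-saturated 1-AMA in PBS, compounds were pin-transferred, plates stood 10 min at room temperature, fluorescence was read at 380/535 nm, and curves were fitted with a Hill equation.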
POLH inh: blocks human DNA polymerase eta activity. AID 588591. recombinant Pol eta, fluorescent DNA replication assay. Q9Y253. Potency, µM (highest dose often 114 µM), for inactives: at the highest dose activity change, negative = inhibition, usual class: inhibitors. hit rate 1.2% among 390,000; also: potency is read from the fitted curve at half-maximal effect; % is scaled to controls: 0 for no effect and ±100 for the full control effect
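Fluorescent replication assay: 50 nM final substrate added after a 15 min room-temperature compound preincubation with 10 nM enzyme. Signal taken at 0 min and again at 10 min.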
APE1 inh: blocks human APE1 abasic DNA cleavage | P27695 | recombinant APE1, TAMRA/BHQ-2 abasic DNA cleavage fluorescence | Potency, µM (series often up to 65.8 µM), for the others: at the highest dose activity change, negative = inhibition, most hits filed as inhibitors | hit rate 0.35% among 350,000;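 also: potency is read from the fitted curve at half-maximal effect; plate controls were vehicle for no effect and reference inhibitor for full effect; nearly all actives have a fitted effect of over 55% in size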
Target sequence (P27695 whole entry, looked up): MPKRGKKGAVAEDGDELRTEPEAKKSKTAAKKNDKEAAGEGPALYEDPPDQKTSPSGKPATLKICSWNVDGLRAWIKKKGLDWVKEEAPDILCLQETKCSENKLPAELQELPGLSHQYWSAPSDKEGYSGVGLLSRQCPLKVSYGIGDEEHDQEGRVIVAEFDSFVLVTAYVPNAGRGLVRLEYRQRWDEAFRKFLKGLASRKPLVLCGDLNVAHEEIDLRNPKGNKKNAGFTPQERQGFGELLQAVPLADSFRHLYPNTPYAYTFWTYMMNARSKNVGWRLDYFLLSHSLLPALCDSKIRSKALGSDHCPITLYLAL
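Enzyme (0.75 nM final) and test compound are incubated 15 min at room temperature before adding 50 nM quenched THF abasic-site duplex. Cleavage dequenches TAMRA, followed at 525/598 nm over three reads one minute apart.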
LDHA block: inhibitors of human lactate dehydrogenase A; P00338; purified LDHA, NADH/diaphorase-resazurin fluorescence; hits give low values; activity change, % (values are at about 110 or 230 µM); hit rate 0.15% among 480,000; in the data active = activity change below about -30%; inconclusive = mostly about -25% to -30%;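 also: plate controls were DMSO wells for no effect and wells without enzyme for full effect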
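Human LDH5 at 2 nM final in Tris HCl pH 7.4 with 0.06 mM NADH and 0.2 mM pyruvate, reacted 5 minutes at room temperature. Remaining NADH coupled via diaphorase/resazurin; resorufin fluorescence read at 0 and 20 minutes, normalized to enzyme-free and DMSO wells.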
Pol iota inh: inhibitors of human DNA polymerase iota. Q9UNA4. Pol iota fluorescent replication assay, 10 min. Potency, µM (doses to about 115 µM), for inactives: at the highest dose activity, negative = inhibition, usual class: inhibitors. hit rate 1% among 390,000. AID 588590; also: potency is read from the fitted curve at half-maximal effect
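Fluorescent replication assay read twice, at 0 min and 10 min after adding 50 nM (final) substrate. Enzyme (10 nM) and compounds were first incubated 15 min at room temperature; enzyme-free buffer wells were negative controls.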
POLB inh: inhibitors of human DNA polymerase beta. P06746. Pol beta primer extension/strand displacement, fluorescence kinetic. Potency, µM (series often up to 114 µM), without a hit: top-dose activity change, negative = inhibition, hits mostly inhibitors. hit rate 1.3% among 340,000; also: potency is read from the fitted curve at half-maximal effect; % is scaled to controls: 0 for no effect and ±100 for the full control effect
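Pol beta (10 nM) and compounds were preincubated 15 min at room temperature, then 50 nM substrate (final) started primer extension/strand displacement. Reads were taken at 0 and 10 min; concentration-response data were fitted to a four-parameter Hill equation.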
BLM helicase inh: inhibitors of human Bloom syndrome helicase BLM. recombinant BLM DNA unwinding, fluorescence dequenching. AID 2528. P54132. hit rate 0.2% among 350,000. Potency, µM (doses to about 56.1 µM), for inactives: at the highest dose activity change, negative = inhibition, hits mostly inhibitors;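 also: potency is read from the fitted curve at half-maximal effect; plate controls were vehicle for no effect and no enzyme for full effect; nearly all actives have a fitted effect of over 35% in size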
Glioma ERSR ind: induces the endoplasmic reticulum stress response in human glioma cells | U87-MG GRP78 promoter luciferase reporter, 16 h | Potency, µM, for inactives: at the top dose activation, most hits filed as activators | hit rate 0.02% among 420,000 | AID 602332; also: potency is read from the fitted curve at half-maximal effect; series mostly up to about 76 µM; % of control where 0% means no effect; nearly all actives have a fitted effect of over 35% in size
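Stably transfected U87-MG human glioma cells carrying a GRP78-based luminescent sensor were seeded at 1000 cells/well, pin-dosed with compounds and incubated 16 h. Luciferase reagent was then added, and end-point luminescence was read after 10 min at room temperature.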
* hit, by the source's call; ? = inconclusive; . = not tested or not shown; & = joins results of further samples; [ ] = remark or other dose. Unless noted, calls follow the shape of the dose curve; as a rule, active = well fitted curve in the direction sought with a large enough effect; inconclusive = small, poorly fitted or top-dose-only effect, or another doubt; inactive = no such curve, though single readings can be large; an effect the other way counts as inactive or inconclusive. Some of the compounds tested; rates above refer to the full screens.

Each structure is followed by: Pol iota inh	Pol kappa inh	POLH inh	Apoferritin bind	Glioma ERSR ind	APE1 inh	LDHA block	POLB inh	BLM helicase inh
> O=C(Cn1c(=O)c2c(ncn2Cc2ccccc2)n(Cc2ccccc2)c1=O)N1CCc2ccccc21
    6%	-3%	-9%	4%	-3%	-9%	-1	-1%	-5%
> CC(=O)N/C(=C\c1ccccc1)C(=O)OCc1cc(C)ccc1C
    85%[activator]	0%	-21%	-1%	-1%	0%	-5	12%	1%
> O=C(O)c1cccc(N(CCO)CCO)c1
    0%	-7%	1%	-9%	-2%	1%	-3	29%	-1%
> COCCNC(=O)C(=O)NCC(c1ccc2c(c1)OCO2)N1CCOCC1 (stereo unspecified)
    -22%	-3%[60.1 µM]	-1%	0%	-4%	.	-7	0%	0%
> COc1cccc(OCC(=O)NC2CCCCCC2)c1
    35%[activator]	9%	-7%	.	1%	-12%	1	.	.
> COc1ccc(NCc2cc3cc4c(cc3n(CC(=O)Nc3ccc(C)cc3C)c2=O)OCO4)cc1
    40%[activator]	3%	-14%	5%	-2%	.	11	19%	-4%
> CC1CCCCN1CC(=O)Nc1sccc1C#N (stereo unspecified)
    ?	-32%	?	-22%	0%	2%	-1	?	-12%
> Cn1c(=O)c2c(nc(N3CCCCCC3)n2CCSc2nc3ccccc3o2)n(C)c1=O
    19%	-2%	-13%	1%	1%	-4%	-5&-7	4%	-4%
> O=C1NC2(CCCCC2)N=C1c1ccc(Br)cc1
    8%	2%	-1%	-9%	-4%	9%	-3	11%	-4%
> Cc1ccc(NC(=O)c2csc(-c3ccccc3)c2C)cc1
    25%	-7%	-7%	-6%	-5%	-2%	-3	5%	-1%
> O=C(c1nc2ccccn2c1CNCCCn1ncc2ccccc21)N1CCOCC1
    -1%	-15%	-3%	-4%	0%	-1%	1	6%	0%
> COc1ccc2c(-c3ccc(S(N)(=O)=O)cc3)c(-c3ccc(S(C)(=O)=O)cc3)sc2c1
    -3%	6%	-15%	.	-2%	6%	2	.	.
> COc1ccc(-c2nc(C)c(CCNC(=O)c3cccc(C)c3)s2)cc1OC
    6%	-5%[60.1 µM]	-12%	0%	3%	.	-5	24%	-3%
> C[C@H](NC(=O)c1ccc(Cl)cc1)C(=O)OCn1nnc2ccccc2c1=O
    12%	-4%	-11%	.	-3%	0%	-13	.	.
> CC(=O)CC1(O)C(=O)Nc2ccccc21 (stereo unspecified)
    -13%	-2%	-7%	2%	-2%	2%	-8	2%	-5%
> Cc1ccc(C23CC4CC(CC(C(=O)NC(C)C(=O)O)(C4)C2)C3)cc1 (stereo unspecified)
    61%[activator]	0%	-20%	11%	-1%	12%	-3	9%	-7%
> COc1ccc(OCC(=O)Nc2cc(NC(=O)COc3ccc(OC)cc3)cc(C(=O)O)c2)cc1
    ?	-16%	3%	-3%	1%	11%	-2	-1%	-5%
> COc1cccc(NC(=O)CN(c2ccc(C)cc2)S(=O)(=O)c2c(C)nn(C)c2C)c1
    -12%	-2%	-9%	-10%	0%	-3%	-14	1%	-1%
> O=C(CN1C(=O)S/C(=C\c2ccccc2Cl)C1=O)NC1C=CS(=O)(=O)C1 (stereo unspecified)
    -6%	7%	-10%	-3%	5%	27%	-7	9%	-3%
> COCc1c(C(=O)OCC(=O)N2c3ccccc3NC(=O)C2(C)C)oc2ccccc12
    3%	-17%	-6%	-12%	0%	1%	-2	62%[activator]	0%
> Cc1ccc(C(=O)NCC(=O)OCC(=O)c2ccccc2)s1
    33%[activator]	-8%	-14%	.	7%	59%[activator]	-10	.	.
> Cc1ccc(-c2nnn(CC(=O)N(CCCO)C(C(=O)NC3CCCC3)c3ccc(F)cc3)n2)o1 (stereo unspecified)
    19%	-3%	-7%	-5%	-6%	2%	-2	25%	-5%
> Cc1ccc(NN2C(=O)C=C(c3ccc(Cl)cc3)C2=O)cc1
    -2%	-20%	-10%	?	15%	-4%	-2	0%	-5%
> Cc1cccc(NC(=O)CN2C(=O)CSc3ccc(S(=O)(=O)N4CCCC4)cc32)c1C
    29%	1%	-5%	-9%	-5%	.	-2	-1%	0%
> COc1ccc(CCN(C)Cc2nc(Cc3ccc(OC)c(OC)c3)no2)cc1OC
    15%	-8%	-8%	-5%	-2%	3%	-15	9%	-4%
> COC(=O)c1c(NC(=S)NC(=O)c2ccco2)sc2c1CCCC2
    -5%	-15%	-8%	0%	-3%	3%	-4	13%	6%
> Cc1cc(C)nc(/N=C(\N)Nc2cc([N+](=O)[O-])ccc2C)n1
    -13%	-2%	-6%	-13%	-4%	-5%	-3	27%	33%[activator]
> O=C(CNc1ccc(Br)cc1)c1ccccc1
    19%	-1%	-16%	?	-2%	0%	8	4%	-2%
> Cc1oc(-c2ccccc2Cl)nc1CS(=O)CC(=O)NCc1ccc2c(c1)OCO2 (stereo unspecified)
    10%	-13%	-5%	?	-2%	16%	-1	34%	4%
> Cc1ccc(S(=O)(=O)CC#CCOC(=O)c2ccc([N+](=O)[O-])cc2)cc1
    .	.	.	?	.	-5%	.	2%	0%
> CCOc1ccc(NC(=O)C2CC(=O)N(c3cc(C)cc(C)c3)C2)cc1 (stereo unspecified)
    ?	-1%	-2%	2%	-7%	0%	0	-18%	-2%
> O=C(O)/C=C(\Oc1ccccc1)C1(O)CCCCC1
    22%	2%	-17%	-7%	-3%	2%	0	1%	0%
> COCCn1c(SCC(=O)c2c(C)[nH]c3ccccc23)nc2cc(C(=O)NC(C)C)ccc2c1=O
    1%	-14%	-5%	-4%	5%	.	-7	-23%	-15%
> NC1CCN(c2cccc(Cl)n2)CC1
    2%[58.9 µM]	-6%[60.1 µM]	2%[57.1 µM]	.	-4%&-2%&-4%	0%&-3%&-5%	.	15%[57.1 µM]	3%&2%
> COc1ccccc1-n1c(C)c(C(C)=O)c2cc(O)ccc21
    152%[activator]	-4%	-7%	-14%	0%	16%	-5	-17%	-9%
> Cc1cc(C)nc(NCCCc2ccccc2)n1
    0%	-10%	-9%	?	-1%	9%	-1	3%	0%
> COc1ccc(C2=Nc3cccc4cccc(c34)N2)cc1
    15%	-5%	-15%	-19%	-4%	-3%	-6	7%	1%
> Cc1cccc([C@@H]2[C@@H]3C(=O)N(Cc4ccccc4)C(=O)[C@@H]3[C@]3(C)C(=O)N(c4cccc(F)c4)C(=O)N23)c1
    5%	-11%	-23%	.	-2%	3%	-9	.	.
> CCC(Cc1ccccc1)NC(=O)c1ccc2nc(N3CCC(C)CC3)sc2c1 (stereo unspecified)
    22%	3%	-20%	-11%	-3%	.	-8	-1%	0%
> Cc1[nH]nc2c1C(c1ccc(N(C)C)cc1)C1=C(CC(C)(C)CC1=O)N2 (stereo unspecified)
    48%[activator]	9%	-8%	-9%	-3%	6%	0	33%	-4%

Random excerpt: 2 records from the list, in no set order.
Each structure is followed by: Pol iota inh	Pol kappa inh	POLH inh	Apoferritin bind	Glioma ERSR ind	APE1 inh	LDHA block	POLB inh	BLM helicase inh
> O=C(c1nc2ccccn2c1CNCCCn1ncc2ccccc21)N1CCOCC1
    -1%	-15%	-3%	-4%	0%	-1%	1	6%	0%
> O=C1NC2(CCCCC2)N=C1c1ccc(Br)cc1
    8%	2%	-1%	-9%	-4%	9%	-3	11%	-4%

Further results follow.
Each structure is followed by: Pol iota inh	Pol kappa inh	POLH inh	Apoferritin bind	Glioma ERSR ind	APE1 inh	LDHA block	POLB inh	BLM helicase inh
> CC(C)OCCCNCC(O)c1ccccc1 (stereo unspecified)
    -8%	-6%	-10%	1%	-3%	3%	-17	1%	2%
> COC(=O)c1sccc1S(=O)(=O)N1CCN(c2cc(Cl)ccc2C)CC1
    4%	-28%	-21%	-9%	-3%	.	2	-1%	-9%
> Cc1oc2c(c(C)cc3oc(=O)c(CC(=O)NCCC(=O)O)c(C)c32)c1C
    15%	-19%	10%	62%[activator]	-6%	-11%	10	31%	0%
> CCCCN(CC)C(=O)CSc1c2c(nc3ccc(Cl)cc13)CCCC2
    24%	-11%	3%	?	-7%	.	7	-12%	-2%
> Cc1ccc(NC(=O)C2CCN(S(=O)(=O)c3ccc4c(c3)NC(=O)CO4)CC2)cc1
    -8%	-12%	-5%	-22%	-2%	44%	-7	3%	-1%
> COc1ccc2c(c1)CCN=C2Cc1ccc(OC)c(OC)c1
    23%	-1%	-9%	-18%	-5%	-1%	15	9%	-14%
> Cc1ccc(C(=O)CSc2nnc(-c3ccccc3)n2-c2ccccc2)cc1
    27%	8%	-7%	1%	-4%	.	1	3%	0%
> O=C(CN1C(=O)c2ccccc2S1(=O)=O)NCCSCc1ccccc1Cl
    0%	-14%	1%	-17%	2%	4%[12.4 µM]	-2	-1%	5%
> Cc1ccc(C2C(=O)c3ccccc3C2=O)cc1
    119%[activator]	-1%	-4%	?	-2%	46%	-6	16%	-1%
> Cc1cc(C)c(NS(=O)(=O)c2ccc3c(c2)n(C)c(=O)n3C)c(C)c1
    12%	-5%	2%	3%	4%	-1%	0	1%	1%
> CC(C)(C)NC(=O)CSc1nc(Cc2ccccc2)nc2ccccc12
    6%	-17%	-23%	?	-4%	19%	-4	20%	-6%
> C#CCOCCOCCOCCNc1nc(N2CCN(C(=O)[C@H]([C@@H](C)CC)n3cc([C@@H](N)CO)nn3)CC2)nc(N2CCN(C(=O)[C@H](Cc3cc4ccccc4[nH]3)n3cc([C@@H](N)C(C)CC)nn3)CC2)n1 (stereo partly specified)
    .	.	.	-12%	.	1%	.	-11%	-10%
> CCN(CC)C(=O)Cn1c(=O)n(-c2ccc(Cl)cc2)c(=O)c2c3c(sc21)CCCCC3
    37%[activator]	2%	-9%	-1%	-3%	.	-3	3%	-2%

Bioassay records (PubChem)
